Ecoli viability: bacterial growth inhibition, counter-screen for AddAB inhibitors. E. coli V3065 growth, OD600 absorbance, 18 h. inhibition, % at 11.9 µM. 0.27% of 330,000 active. AID 449728;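 active means inhibition above the campaign's mean inhibition across all tested compounds plus 3 SD, cut at about 9.9% in these data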;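 further: uninfected addAB+ strain grown without phage in ampicillin broth; 0% = DMSO wells and 100% = ciprofloxacin 0.95 µg/ml wells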
SUMO Mot1 rescue: blocks SUMOylation pathway, rescuing yeast Mot1-301 growth. 1% of 320,000 active. S. cerevisiae Mot1-301 growth rescue, ATP luminescence, 38.5C; percent above DMSO median, 100 means doubled. growth rescue, % at 18.8 µM;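 active means every valid replicate shows activation above 250% relative to neutral control wells; inactive means the rest, any valid replicate at or below 250%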;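 further: OY570 slx delta 5 strain wells were the positive control but not used for scaling; some compounds called inactive have numbers as strong as hits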
DSG3 Ab inh: human desmoglein-3 autoantibody binding inhibition. P32926. 0.48% of 310,000 active. AID 588358. binding (percent of control), % at 10 µM. DSG3-coupled beads, scFv-anti-DSG3-GFP binding, flow cytometry; hits give low values;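 active means binding more than 3 SD below its plate's average and above zero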;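 further: hits lower antibody fragment binding to DSG3; some compounds called inactive have numbers as strong as hits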
Target sequence (P32926 whole entry, looked up, the tested form may be a part): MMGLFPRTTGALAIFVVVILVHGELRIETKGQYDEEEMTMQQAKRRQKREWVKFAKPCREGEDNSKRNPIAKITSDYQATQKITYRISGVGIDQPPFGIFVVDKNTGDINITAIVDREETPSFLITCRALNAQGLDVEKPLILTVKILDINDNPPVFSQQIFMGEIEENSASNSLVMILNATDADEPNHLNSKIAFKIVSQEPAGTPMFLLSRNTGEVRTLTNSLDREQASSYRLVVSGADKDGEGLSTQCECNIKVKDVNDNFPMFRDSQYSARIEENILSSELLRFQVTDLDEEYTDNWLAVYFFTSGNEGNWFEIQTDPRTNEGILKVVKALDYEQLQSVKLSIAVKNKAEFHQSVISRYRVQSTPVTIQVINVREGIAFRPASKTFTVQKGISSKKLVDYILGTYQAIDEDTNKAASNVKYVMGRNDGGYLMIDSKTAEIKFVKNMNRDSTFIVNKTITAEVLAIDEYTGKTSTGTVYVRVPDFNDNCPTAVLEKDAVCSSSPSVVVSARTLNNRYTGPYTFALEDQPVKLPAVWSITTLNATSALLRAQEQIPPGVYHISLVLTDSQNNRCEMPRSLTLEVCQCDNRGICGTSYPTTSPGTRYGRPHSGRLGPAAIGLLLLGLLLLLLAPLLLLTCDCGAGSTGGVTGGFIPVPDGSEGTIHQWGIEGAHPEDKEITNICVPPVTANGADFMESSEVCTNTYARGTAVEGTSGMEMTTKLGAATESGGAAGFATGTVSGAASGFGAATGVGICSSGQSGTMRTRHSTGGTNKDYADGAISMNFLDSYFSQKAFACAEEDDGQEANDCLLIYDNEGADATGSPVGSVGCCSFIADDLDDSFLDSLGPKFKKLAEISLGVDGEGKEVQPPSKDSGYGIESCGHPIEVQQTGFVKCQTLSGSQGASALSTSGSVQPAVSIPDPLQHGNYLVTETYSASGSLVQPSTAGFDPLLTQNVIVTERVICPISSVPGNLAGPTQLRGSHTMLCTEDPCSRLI
PfHsp90 yeast 2: reduces growth (ATP signal) of yeast expressing P. falciparum Hsp90 | S. cerevisiae expressing PfHsp90, BacTiter-Glo ATP, 48 h; yeast lacking PDR1 and PDR3 efflux regulators | inhibition, % at 9.4 µM | 0.32% of 310,000 active | AID 504621;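 active means every replicate shows inhibition above about 80%, whatever the replicate mean, limit read from the data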;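 further: 0% = DMSO neutral controls and 100% = 20 µM radicicol positive controls; yeast relying on Plasmodium falciparum Hsp90 in place of its own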
OPRM1-OPRD1 inv: mu-delta opioid heterodimer inverse agonism; cell-based MOR-DOR heterodimer luminescence; inhibition, % at 9.3 µM; 0.21% of 340,000 active; AID 504357; in the data active means inhibition above about 22%, passing the limit was not always enough;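 further: 0% = cells with DMSO and 100% = wells without cells with DMSO; values of inactives mirror those of a sister screen read the other way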
OPRM1-OPRD1 ag: OPRM1-OPRD1 heterodimerization agonism; AID 504326; activation, % at 9.3 µM; cells, luminescence; 0.3% of 340,000 active; P35372+P41143; in the data active means activation above about 18%;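 further: 0% = vehicle-treated cells and 100% = reference agonist; values of inactives mirror those of a sister screen read the other way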
phage Ecoli inh: E. coli growth loss with phage present | inhibition, % at 11.9 µM | 0.26% of 360,000 active | growth absorbance | AID 651602; in the data active means inhibition above about 11%
Tat transport: inhibitors of E. coli Tat protein transport; E. coli MC4100 TorA-mCherry Tat export, fluorescence; inhibition, % at 10 µM; 0.036% of 340,000 active;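 active means mean replicate inhibition at least 50% and at least half of replicates individually reaching 50%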;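 further: exported cargo escapes ClpAP degradation while cytoplasmic cargo is degraded and loses fluorescence; 0% = median of neutral control wells and 100% = median of NaSCN control wells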
Arrestin-AP2 inh: inhibitors of human beta-arrestin and AP2 interaction. FITC-arrestin peptide / GST-AP2 beads, flow cytometry; AP2 beta2 appendage carries R879A mutation. inhibition, % at 10 µM. 0.31% of 340,000 active;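 active means inhibition above a set limit, near 3 SD of compounds lacking own fluorescence, cut at about 54% in these data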;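 further: plate controls were DMSO wells for no effect and 5 µM unlabelled arrestin peptide for full effect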
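Assay system: GST-AP2 R879A bound to glutathione beads, E. coli-expressed; Medium: PBS with 0.05% Tween 20 and 0.1% BSA; Also added: fluorescein-tagged arrestin peptide at 50 nM final; Timing: 12 min plus 1 h, RT; Measured by: flow cytometry, FL1 (488/535 nm); Evaluation: percent drop in bead-associated FITC signal.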
AddAB inh: less growth of phage-infected E. coli with AddAB; 0.29% of 330,000 active; inhibition, % at 11.9 µM; E. coli expressing H. pylori AddAB, absorbance growth; in the data active means inhibition above about 12%;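 further: 0% = vehicle wells of infected cells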
PKA-R1A activ: activators of PKA-R1A complex | P00514+P68181 | PKA-R1A dissociation, Cy5-IP20 fluorescence polarization; scaled: DMSO 0%, 113 µM cGMP 100% | activation, % at 11.4 µM | 0.083% of 340,000 active | AID 504707;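 active means percent activation above the mean of all tested compounds plus 3 SD, cut at about 19% in these data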;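 further: higher means more PKAc released from R1A so a rise in polarization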
The depositor's hits bear a star. Not a hit list (roughly 2.8% active in at least one column).

How did CCCCn1nc2cc(C(=O)NCc3ccccc3)ccc2c1OCC do in these assays?
Ecoli viability: 0.5; SUMO Mot1 rescue: -3; DSG3 Ab inh: 105; PfHsp90 yeast 2: 8; OPRM1-OPRD1 inv: -3; OPRM1-OPRD1 ag: 0.6; phage Ecoli inh: 3.3; Tat transport: 2; Arrestin-AP2 inh: 6; AddAB inh: 2.5; PKA-R1A activ: 3

What do the screens show for `O=C(OCC(=O)N(C1CCCCC1)C1CCCCC1)c1ccco1`?
Ecoli viability: -0.7; SUMO Mot1 rescue: 12; DSG3 Ab inh: 102; OPRM1-OPRD1 inv: -46; OPRM1-OPRD1 ag: 9.0; phage Ecoli inh: 1.3; Tat transport: -2; Arrestin-AP2 inh: 7; AddAB inh: -0.1; PKA-R1A activ: -6

How did CCOC(=O)c1nnn2c1nc(N1CCCCC1)c1ccccc12 do in these assays?
Ecoli viability: -0.2; SUMO Mot1 rescue: 1; PfHsp90 yeast 2: 13; OPRM1-OPRD1 inv: 18; OPRM1-OPRD1 ag: -3.7; phage Ecoli inh: 2.6; Tat transport: -4; Arrestin-AP2 inh: 2; AddAB inh: 3.3; PKA-R1A activ: -2

What do the screens show for `Cc1ccc(CNC(=O)CCS(=O)(=O)c2ccc3c(c2)NC(=O)CO3)cc1`?
Ecoli viability: -2.0; SUMO Mot1 rescue: 30; DSG3 Ab inh: 103; PfHsp90 yeast 2: 2; OPRM1-OPRD1 inv: 16; OPRM1-OPRD1 ag: -3.2; phage Ecoli inh: -9.4; Tat transport: 0; Arrestin-AP2 inh: 7; AddAB inh: 0.6; PKA-R1A activ: -4

What do the screens show for `CCOC(=O)c1cc(-c2ccccc2)sc1NC(=O)C(C)OC(=O)c1ccncc1` (stereo unspecified)?
Ecoli viability: -0.7; SUMO Mot1 rescue: -7; DSG3 Ab inh: 105; PfHsp90 yeast 2: -3; OPRM1-OPRD1 inv: 13; OPRM1-OPRD1 ag: -2.5; phage Ecoli inh: 2.1; Tat transport: -3; Arrestin-AP2 inh: -3; AddAB inh: 4.3; PKA-R1A activ: 2

How did Cc1ccc(-c2csc3nnc(SCC(=O)NCc4ccc5c(c4)OCO5)n23)cc1 do in these assays?
Ecoli viability: 1.6; SUMO Mot1 rescue: 92; DSG3 Ab inh: 107; PfHsp90 yeast 2: -7; OPRM1-OPRD1 inv: 18; OPRM1-OPRD1 ag: -3.4; phage Ecoli inh: 0.6; Tat transport: 11; Arrestin-AP2 inh: -1; AddAB inh: 1.0; PKA-R1A activ: -11

How did COc1cc(N2CCCC2)c(OC)cc1C=O do in these assays?
Ecoli viability: 0.7; SUMO Mot1 rescue: -18; DSG3 Ab inh: 97; PfHsp90 yeast 2: 1; OPRM1-OPRD1 inv: 3; OPRM1-OPRD1 ag: -0.7; phage Ecoli inh: 3.4; Tat transport: -5; Arrestin-AP2 inh: 4; AddAB inh: 0.2; PKA-R1A activ: 5

How did CC(=O)c1nnn(-c2ccc([N+](=O)[O-])cc2)c1C do in these assays?
Ecoli viability: 0.2; DSG3 Ab inh: 101; PfHsp90 yeast 2: -34; OPRM1-OPRD1 inv: 17; OPRM1-OPRD1 ag: -3.8; phage Ecoli inh: 1.5; Tat transport: 3; Arrestin-AP2 inh: -4; AddAB inh: 2.0; PKA-R1A activ: -12

Results for CCOC(=O)CCS(=O)(=O)c1nc(-c2ccccc2)cc(C(F)(F)F)n1 ?
Ecoli viability: 0.4; SUMO Mot1 rescue: 101; DSG3 Ab inh: 106; PfHsp90 yeast 2: 3; OPRM1-OPRD1 inv: -18; OPRM1-OPRD1 ag: 3.2; Tat transport: -14; Arrestin-AP2 inh: 4; AddAB inh: -0.2; PKA-R1A activ: -2

How did CCOC(=O)C1=C(c2ccccc2)N=C2SCC(=O)N2C1c1cccc(OC)c1 (stereo unspecified) do in these assays?
Ecoli viability: 0.7; SUMO Mot1 rescue: 3; DSG3 Ab inh: 85; PfHsp90 yeast 2: 10; OPRM1-OPRD1 inv: 13; OPRM1-OPRD1 ag: -2.7; phage Ecoli inh: 2.6; Tat transport: 4; Arrestin-AP2 inh: -16; AddAB inh: 1.5; PKA-R1A activ: 5

What do the screens show for `O=C(NNc1ccc(C(F)(F)F)cc1[N+](=O)[O-])c1ccc(NS(=O)(=O)c2ccc(F)cc2)cc1`?
Ecoli viability: 2.6; SUMO Mot1 rescue: -21; DSG3 Ab inh: 92; PfHsp90 yeast 2: 9; OPRM1-OPRD1 inv: 34; OPRM1-OPRD1 ag: -6.3; phage Ecoli inh: 2.8; Tat transport: 5; Arrestin-AP2 inh: -12; AddAB inh: 3.5; PKA-R1A activ: -2

What do the screens show for `Cc1ccc(NC(=O)Cn2nnc(C(=O)Nc3ccc(F)c(Cl)c3)c2N)cc1`?
Ecoli viability: -1.7; SUMO Mot1 rescue: 119; DSG3 Ab inh: 103; PfHsp90 yeast 2: -2; OPRM1-OPRD1 inv: -16; OPRM1-OPRD1 ag: 3.2; phage Ecoli inh: 5.0; Tat transport: -3; Arrestin-AP2 inh: 19; AddAB inh: 2.9; PKA-R1A activ: -5

What do the screens show for `COc1cccc(/C=N/NC(=O)CNC(=O)CCc2ccccc2)c1O`?
Ecoli viability: -2.8; SUMO Mot1 rescue: 4; DSG3 Ab inh: 102; PfHsp90 yeast 2: -54; OPRM1-OPRD1 inv: 14; OPRM1-OPRD1 ag: -2.8; phage Ecoli inh: 2.2; Tat transport: 3; Arrestin-AP2 inh: 1; AddAB inh: -2.6; PKA-R1A activ: 2

Results for CC(Sc1nncn1C)C(=O)Nc1ccc2ccccc2c1 (stereo unspecified) ?
DSG3 Ab inh: 95; PfHsp90 yeast 2: -2; OPRM1-OPRD1 inv: -4; OPRM1-OPRD1 ag: 0.6; phage Ecoli inh: -3.0; Tat transport: -1; Arrestin-AP2 inh: 4; PKA-R1A activ: -2

What do the screens show for `COc1cc(NC(=O)c2cccs2)c(C(=O)OCC(=O)NCc2ccccc2)cc1OC`?
Ecoli viability: -1.2; SUMO Mot1 rescue: 1; DSG3 Ab inh: 112; PfHsp90 yeast 2: 8; OPRM1-OPRD1 inv: 0; OPRM1-OPRD1 ag: 0.0; phage Ecoli inh: 1.5; Tat transport: -6; Arrestin-AP2 inh: 2; AddAB inh: 2.2; PKA-R1A activ: 1

How did Cc1ccc(N2C(=O)[C@@H]3C(c4cccnc4)=NO[C@@H]3C2=O)cc1 do in these assays?
Ecoli viability: 1.1; SUMO Mot1 rescue: -31; DSG3 Ab inh: 110; phage Ecoli inh: 3.1; Arrestin-AP2 inh: -3; AddAB inh: -1.3

What do the screens show for `CCOc1ccccc1N(CC(=O)NCC1CCCO1)C(=O)CCC(=O)Nc1nccs1` (stereo unspecified)?
Ecoli viability: 0.3; SUMO Mot1 rescue: 97; DSG3 Ab inh: 108; PfHsp90 yeast 2: -3; OPRM1-OPRD1 inv: 7; OPRM1-OPRD1 ag: -1.4; phage Ecoli inh: 2.8; Tat transport: 3; Arrestin-AP2 inh: -5; AddAB inh: 2.0; PKA-R1A activ: -9

What do the screens show for `O=[N+]([O-])c1ccc(Cl)cc1NCc1cccnc1`?
Ecoli viability: 1.0; SUMO Mot1 rescue: 4; PfHsp90 yeast 2: -7; OPRM1-OPRD1 inv: 0; OPRM1-OPRD1 ag: 0.1; phage Ecoli inh: 2.7; Tat transport: -2; Arrestin-AP2 inh: 23; AddAB inh: 2.8; PKA-R1A activ: -16

Results for COc1ccc(NC(=O)CN(C)C(=O)c2cc3c(s2)CCC3)cc1 ?
Ecoli viability: -4.5; SUMO Mot1 rescue: 3; DSG3 Ab inh: 93*; PfHsp90 yeast 2: 3; OPRM1-OPRD1 inv: 16; OPRM1-OPRD1 ag: -2.9; Tat transport: -2; Arrestin-AP2 inh: 4; AddAB inh: -3.2; PKA-R1A activ: -3

Results for Cc1nc(Nc2ccc(S(N)(=O)=O)cc2)sc1C(=O)Nc1ccccc1 ?
Ecoli viability: -0.6; SUMO Mot1 rescue: -13; DSG3 Ab inh: 105; PfHsp90 yeast 2: -19; OPRM1-OPRD1 inv: -10; OPRM1-OPRD1 ag: 1.7; phage Ecoli inh: 3.6; Tat transport: 2; Arrestin-AP2 inh: 6; AddAB inh: -0.3; PKA-R1A activ: -11

How did CSc1ccc(C(=S)N2CCN(C(c3ccccc3)c3ccccc3)CC2)cc1 do in these assays?
Ecoli viability: 2.5; SUMO Mot1 rescue: 17; DSG3 Ab inh: 88; PfHsp90 yeast 2: 7; OPRM1-OPRD1 inv: 18; OPRM1-OPRD1 ag: -3.6; phage Ecoli inh: 3.6; Tat transport: 6; Arrestin-AP2 inh: -7; AddAB inh: 0.4; PKA-R1A activ: 12

Results for CC(=O)/C=C(\C)Nc1ccc(-c2cnc(-c3ccccc3)o2)cc1 ?
Ecoli viability: 1.1; SUMO Mot1 rescue: 25; DSG3 Ab inh: 102; PfHsp90 yeast 2: 4; OPRM1-OPRD1 inv: 9; OPRM1-OPRD1 ag: -1.8; phage Ecoli inh: -1.4; Tat transport: 4; Arrestin-AP2 inh: -2; AddAB inh: 4.1; PKA-R1A activ: 1

Results for O=C(c1ccccc1NS(=O)(=O)c1ccc(Br)cc1)N1CCOCC1 ?
SUMO Mot1 rescue: -11; PfHsp90 yeast 2: 9; OPRM1-OPRD1 inv: 16; OPRM1-OPRD1 ag: -2.9; phage Ecoli inh: -1.1; Tat transport: -1; Arrestin-AP2 inh: 2; PKA-R1A activ: -6

How did CCCc1cc(=O)n(-c2nc3ccccc3s2)[nH]1 do in these assays?
Ecoli viability: 2.0; SUMO Mot1 rescue: -11; DSG3 Ab inh: 94; PfHsp90 yeast 2: -34; OPRM1-OPRD1 inv: 8; OPRM1-OPRD1 ag: -1.4; phage Ecoli inh: 2.5; Tat transport: -2; Arrestin-AP2 inh: 18; AddAB inh: 0.8; PKA-R1A activ: -11

What do the screens show for `O=C(COC(=O)Cc1ccsc1)Nc1ccc(S(=O)(=O)N2CCOCC2)cc1`?
Ecoli viability: 0.3; DSG3 Ab inh: 95; PfHsp90 yeast 2: -14; OPRM1-OPRD1 inv: 8; OPRM1-OPRD1 ag: -1.1; phage Ecoli inh: 3.7; Tat transport: 5; Arrestin-AP2 inh: -10; AddAB inh: 1.2; PKA-R1A activ: -6

How did N#Cc1cn(CCOc2ccc(F)cc2)c2ccccc12 do in these assays?
Ecoli viability: 3.9; SUMO Mot1 rescue: -11; DSG3 Ab inh: 98; PfHsp90 yeast 2: -11; OPRM1-OPRD1 inv: -8; OPRM1-OPRD1 ag: 1.7; phage Ecoli inh: 3.8; Tat transport: 5; Arrestin-AP2 inh: 57*; AddAB inh: 0.1; PKA-R1A activ: -10

What do the screens show for `COc1ccc(NC(=O)C2CCCN(S(C)(=O)=O)C2)cc1Cl` (stereo unspecified)?
Ecoli viability: 0.1; SUMO Mot1 rescue: 127; DSG3 Ab inh: 107; PfHsp90 yeast 2: -42; OPRM1-OPRD1 inv: 4; OPRM1-OPRD1 ag: -0.9; phage Ecoli inh: 0.9; Tat transport: -4; Arrestin-AP2 inh: 18; AddAB inh: 1.8; PKA-R1A activ: 4

Screens (PubChem)
